SNCA expr inhib – Primary qHTS assay for inhibitors of alpha-synuclein gene (SNCA) expression; 0.17% of 140,000 active; HEK-293 SNCA-luciferase knock-in, luminescence, 24 h; Potency, µM (series often up to 57.2 µM), for the others: at the highest dose activity change, negative = inhibition, most hits filed as inhibitors;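 further: potency means the concentration at half of the fitted maximal effect; plate controls were DMSO cells for no effect and cell-free wells for full effect; nearly all actives have a fitted effect of over 45% in size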
Luciferase inh – Firefly luciferase inhibition profiling of diverse chemical library using quantitative high-throughput screening; Potency, µM (titrated, usually from 115 µM), for the others: at the highest dose activity change, negative = inhibition, actives largely listed as inhibitors; purified P. pyralis luciferase, luminescence, biochemical; Luciferin 4-monooxygenase (Photinus pyralis), P08659; 2.5% of 76,000 active; further: potency means the concentration at half of the fitted maximal effect; nearly all actives have a fitted effect of over 65% in size
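Purified 10nM P. pyralis luciferase with 10uM D-luciferin and 10uM ATP in 50mM Tris acetate pH 7.5, 10mM Mg acetate, 0.01% Tween-20, 0.05% BSA. qHTS titration; luminescence read by CCD imager.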
IP6K1 inhibitor – Primary qHTS assay for small molecule inhibitors of Inositol hexaphosphate kinase 1 (IP6K1). AID 1645851, 2021. 0.81% of 140,000 active. IP6K1 kinase, ADP-Glo luminescence, 2 h; active compounds read low. activity change, % (series mostly up to about 58 µM). Inositol hexakisphosphate kinase 1 (Homo sapiens), Q92551; in the data active means activity change below about -25%
Target sequence (Q92551 whole entry, looked up): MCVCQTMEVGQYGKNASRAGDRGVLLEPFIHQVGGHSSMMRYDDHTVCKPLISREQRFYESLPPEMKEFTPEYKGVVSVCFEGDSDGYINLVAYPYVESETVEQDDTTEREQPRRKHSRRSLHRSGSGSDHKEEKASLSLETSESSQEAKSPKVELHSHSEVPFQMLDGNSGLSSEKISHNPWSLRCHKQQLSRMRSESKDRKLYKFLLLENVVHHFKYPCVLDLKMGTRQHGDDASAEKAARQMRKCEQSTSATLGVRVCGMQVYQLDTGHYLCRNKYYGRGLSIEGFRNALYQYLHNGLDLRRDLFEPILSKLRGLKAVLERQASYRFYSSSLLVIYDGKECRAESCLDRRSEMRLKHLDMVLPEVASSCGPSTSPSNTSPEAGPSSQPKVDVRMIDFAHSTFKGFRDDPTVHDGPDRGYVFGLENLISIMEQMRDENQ
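ADP-Glo luminescence measures ADP made by human IP6K1 during a 2 h RT reaction with ATP/IP6 (mix at 1.3 mM/130 uM); top library doses 57.5 and 19.1 uM final.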
SNCA viab count – GF-AFC viability counterscreen for inhibitors of alpha-synuclein gene (SNCA) expression | AID 1671193, 2021 | 0.12% of 150,000 active | Potency, µM (doses to about 57.1 µM), for the others: top-dose activity change, negative = cytotoxicity, most hits filed as cytotoxic | HEK-293-SNCA-luc viability, GF-AFC fluorescence, 24 h;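 further: potency means the concentration at half of the fitted maximal effect; 0% = DMSO-treated cells and -100% = medium-only wells without cells; nearly all actives have a fitted effect of over 30% in size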
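HEK-293-SNCA-luc cells (1500/well) plated 24 h, then exposed 24 h to a dilution series; GF-AFC added 30 min at 37C, fluorescence 405/540 nm; normalised to medium-only and DMSO wells, Hill fit.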
GPT2 inh – Primary qHTS assay for inhibitors of Glutamate pyruvate transaminase 2 (GPT2). Potency, µM (series often up to 57.7 µM), for the others: top-dose activity change, negative = inhibition, usual class: inhibitors. 0.25% of 100,000 active. Recombinant GPT2, coupled pyruvate oxidase/HRP Amplex Red fluorescence. Alanine aminotransferase 2 (Homo sapiens), Q8TD30; further: potency means the concentration at half of the fitted maximal effect; nearly all actives have a fitted effect of over 60% in size; many of its hits are not listed in these tables
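GPT2 10ng/uL, a-KG 250uM, L-Ala 2mM, HEPES pH7.5 + 0.0001% Tween; 30 min RT. Then Amplex mix (PO/HRP/ThPP), 30 min RT dark, fluorescence. AOA 50uM used as positive control.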
HEK293 tox – Cytotoxic Profiling in HEK 293 Cell Line of Diverse Libraries Using Quantitative High-Throughput Screening; 6.6% of 94,000 active; AID 1345083, 2018; Potency, µM (doses to about 115 µM), inactives show at the highest dose activity change, negative = cytotoxicity, actives largely listed as inhibitors; HEK 293 viability, ATP luminescence (CellTiter-Glo), 48-72 h; further: potency means the concentration at half of the fitted maximal effect; nearly all actives have a fitted effect of over 60% in size
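Pintool-delivered compounds were incubated with HEK 293 cells (250 cells/well) at 37 degree Celsius for 48 or 72 hr. ATP-dependent luminescence (CellTiter-Glo) then reported remaining viable cells.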
3T3 cytotox – Cytotoxic Profiling in NIH 3T3 Cell Line of Diverse Libraries Using Quantitative High-Throughput Screening; NIH 3T3 viability, CellTiter-Glo ATP luminescence, 48-72 h; Potency, µM (series often up to 96.7 µM), without a hit: at the highest dose activity change, negative = cytotoxicity, usual class: inhibitors; 4.3% of 94,000 active; AID 1345082, 2018; further: potency means the concentration at half of the fitted maximal effect; nearly all actives have a fitted effect of over 55% in size
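Cells were seeded at 400 per well, treated with pin-transferred compound, and kept 48 or 72 hr at 37 °C before CellTiter-Glo addition and luminescence imaging of cellular ATP.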
An asterisk follows results filed as active; i = inactive; ? = inconclusive; . = no result given; [ ] = remark or other dose. Unless noted, the call rests on the fitted dose curve; in most records, active means well fitted curve in the direction sought with a large enough effect; inconclusive means small, poorly fitted or top-dose-only effect, or another doubt; inactive means no such curve, though single readings can be large; an effect the other way counts as inactive or inconclusive. Unless noted, on the % scale 0 is the no-effect control and ±100 the full control effect. Random draw from the library (roughly 7.8% active in at least one column).

SMILES | SNCA expr inhib | Luciferase inh | IP6K1 inhibitor | SNCA viab count | GPT2 inh | HEK293 tox | 3T3 cytotox
CCN1CCN(C(=O)c2cc(-c3ccc(F)cc3)nc3c2cnn3C)CC1 | 14%[87.6 µM] | . | 17 | 3%[87.6 µM] | 1%[88.5 µM] | -3%[172 µM] | ?
COc1cccc(N2CCN(c3nc(C(=O)NCc4ccncc4)cs3)CC2)c1 | -24% | -12% | 1 | -27% | i | 35µM* | ?
COC(=O)[C@]12CCC(C)(C)C[C@@H]1[C@@H]1C(=O)C=C3[C@@]4(C)C=C(C#N)C(=O)C(C)(C)[C@@H]4CC[C@@]3(C)[C@]1(C)CC2 | 8.6µM* | . | . | 14µM* | i | . | .
CC(C)Oc1ccc(C(=O)N2CC(c3nnc(-c4ccncc4)o3)C3(CCOCC3)C2)cc1 (centres undefined) | 26% | -4% | 28 | 9% | 4% | -2% | -13%
O=C(NCCS(=O)(=O)N1CCN(c2ccccc2F)CC1)C1CC(=O)N(c2ccc(F)cc2)C1 (centres undefined) | ? | . | -2 | 19% | . | . | .
Cc1ccc(-c2cnc([C@@H]3COCCN3Cc3ccccc3F)[nH]2)cc1 | -16%[87.6 µM] | 15%[172 µM] | -9 | 0%[87.6 µM] | -4%[88.5 µM] | ? | ?
Cc1ccc(CN2CCCn3nc(C(=O)NCc4ccccc4Cl)cc3C2=O)cc1 | 4% | . | -3 | -6% | . | . | .
O=C(NCc1cccs1)c1ccc2c(c1)n(Cc1cccc(F)c1)c(=O)c1ccnn12 | -20% | 12% | -9 | -16% | 1% | ? | ?
O=S(=O)(Nc1ccccn1)c1ccc(N=Cc2c(O)[nH]c3ccc4ncsc4c23)cc1 | . | . | 7 | ? | i[11.5 µM] | . | .
CCCCS(=O)(=O)N1CC(n2cc(COc3ccccc3)nn2)C1 | -15% | 1% | 33 | 5% | 0% | 2% | -8%
CCOc1ccc(CC(=O)N2C[C@@H](N)C[C@H]2C(=O)NC(C)C)cc1 | -19% | -5% | 10 | -6% | -36%[11.5 µM] | -7% | -21%
CCC(C)C(=O)Nc1c(C(=O)OC)n(CC2CCCO2)c2ncc(NC(C)CC(C)(C)O)cc12 (centres undefined) | -26% | 9% | -1 | 14% | ? | 9% | i
O=C(NCc1cccs1)C1CN(c2cccc(Cl)c2)C(=O)N1 (centres undefined) | ? | -3% | -3 | -8% | i | ? | ?
COC(=O)[C@H](CC1CCCCC1)NC(=O)[C@H]1CN(C(=O)c2cccc(F)c2)CCN1C(C)=O | ? | 6% | -6 | -6% | -24% | ? | i
Cc1ccc(NC(=O)Cn2c(-c3cnccn3)nc(C)c(C)c2=O)cc1Cl | 16% | -1% | -5 | -16% | i | ? | ?
COc1cc(O)c2c(c1)C1OC1C[C@H](O)[C@H](O)C(=O)C=CC[C@H](C)OC2=O (some centres undefined) | -20% | . | . | ? | i | . | .
Cc1nc(N(C)C2CCCCC2)ncc1C(C)NC(=O)C1(CO)CC1 (centres undefined) | 0% | 9% | 0 | 4% | -6% | ? | -25%
CC(C)Cc1nn2c(=O)cc(COC(=O)c3cccc(NC(=O)CCc4ccccc4)c3)nc2s1 | 18% | . | 11 | -6% | . | . | .
O=S(=O)(c1ccccc1F)N1CC(c2nc(Cc3ccccc3)no2)C1 | -7% | -5% | -10 | 2% | i | ? | -9%
O=C(C[C@@H]1O[C@H](CNCc2ccc(F)cc2)[C@@H](O)[C@H]1O)NCc1cccnc1 | 3%[87.6 µM] | -1%[172 µM] | 8 | -3%[87.6 µM] | -8%[88.5 µM] | -3%[172 µM] | i

Random excerpt: 6 entries already listed.
SMILES | SNCA expr inhib | Luciferase inh | IP6K1 inhibitor | SNCA viab count | GPT2 inh | HEK293 tox | 3T3 cytotox
COc1cc(O)c2c(c1)C1OC1C[C@H](O)[C@H](O)C(=O)C=CC[C@H](C)OC2=O (some centres undefined) | -20% | . | . | ? | i | . | .
COc1cccc(N2CCN(c3nc(C(=O)NCc4ccncc4)cs3)CC2)c1 | -24% | -12% | 1 | -27% | i | 35µM* | ?
CCC(C)C(=O)Nc1c(C(=O)OC)n(CC2CCCO2)c2ncc(NC(C)CC(C)(C)O)cc12 (centres undefined) | -26% | 9% | -1 | 14% | ? | 9% | i
CCN1CCN(C(=O)c2cc(-c3ccc(F)cc3)nc3c2cnn3C)CC1 | 14%[87.6 µM] | . | 17 | 3%[87.6 µM] | 1%[88.5 µM] | -3%[172 µM] | ?
CCOc1ccc(CC(=O)N2C[C@@H](N)C[C@H]2C(=O)NC(C)C)cc1 | -19% | -5% | 10 | -6% | -36%[11.5 µM] | -7% | -21%
O=S(=O)(c1ccccc1F)N1CC(c2nc(Cc3ccccc3)no2)C1 | -7% | -5% | -10 | 2% | i | ? | -9%

Next structures
SMILES | SNCA expr inhib | Luciferase inh | IP6K1 inhibitor | SNCA viab count | GPT2 inh | HEK293 tox | 3T3 cytotox
COc1cccc(CNC(=O)[C@@]23CCCC[C@H]2N(C)C(=O)CC3)c1OC | 11% | 4% | -12 | -3% | i | -20% | -4%
NC(=O)[C@@H]1C[C@H](Oc2cccnc2)CN1C(=O)C1CCCCC1 | -3% | 3% | 0 | -3% | i | 2% | -4%
COc1ccc(-n2nc(C)c([C@@H]3C=C[C@@H](NCc4cccc(Cl)c4)C3)c2C)cc1 | -1%[87.6 µM] | 40µM* | 9 | ? | -24%[88.5 µM] | 28µM* | 25µM*
COCCNC(=O)[C@@H]1CCC[C@@H](NC(C)=O)CN(C)C(=O)C1 | 10%[87.6 µM] | 9%[172 µM] | 23 | 8%[87.6 µM] | -24%[88.5 µM] | -12%[172 µM] | -6%[138 µM]
O=C1COCC2(CN(CCCc3ccccc3)C2)CN1Cc1ccccc1 | -7%[87.6 µM] | 1%[172 µM] | 9 | 5%[87.6 µM] | -12%[88.5 µM] | ? | ?
CCOC(=O)[C@H]1[C@@H](O)C(=O)N(C(C)C)C12CCN(C(=O)c1cc(C)oc1C)CC2 | . | . | 8 | . | . | -6% | ?
CC(C)c1ccc(C2CC(=O)Nc3cc4c(cc32)OCCO4)cc1 (centres undefined) | ? | . | -1 | -14% | . | . | .
O=C(Cc1ccccc1F)N1C[C@@H](CO)[C@H](c2nc(C3CC3)no2)C1 | -8% | 3% | -7 | -3% | i | -6% | -6%
O=C(c1cccnn1)N1CCC2(CC1)CC(c1ccccc1)CN(C1CC1)C2 (centres undefined) | -9% | 10% | -2 | -4% | 4% | 1% | -14%

Source: PubChem BioAssay (National Center for Advancing Translational Sciences (NCATS))
